Assay outcomes as filed in PubChem BioAssay.
TWEAK-Fn14 inh: blocks TWEAK-Fn14 interaction in a reporter cell assay | 360,000 compounds, 2% hits | TWEAK-stimulated Fn14 reporter cells, luciferase luminescence, 8 h | inhibition, % at 10 µM | AID 1159606; in the data active means inhibition above about 50%
COUP-TFII inh: blocks human COUP-TFII nuclear receptor; HEK293T NGFI-A luciferase reporter, luminescence; inhibition, % at 8.6 µM; 370,000 compounds, 0.7% hits; P24468;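 active means inhibition above a per-plate cutoff, mean inhibition of test wells between control levels plus 3 SD, cut at about 38% in these data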;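 further: cells cotransfected with COUP-TFII expression vector driving the NGFI-A reporter; 0% = median of COUP-TF2 test wells and 100% = reporter-only cells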
NCOA1 inh: inhibits human SRC1 coactivator. HEK293 GAL4-SRC1 luciferase reporter, luminescence. inhibition, % at 3.6 µM. Q15788. 360,000 compounds, 0.12% hits. AID 588354;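 active means inhibition above the campaign mean plus 3 SD, with each screening campaign given its own cutoff, cut at about 60% in these data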;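 further: 0% = DMSO treated cells and 100% = gossypol at 36 µM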
LMP1 NFkB inh: reduces LMP1-driven NF-kappaB luciferase signal; inhibition, % at 12.5 µM; 350,000 compounds, 0.69% hits; AID 504558; LMP1-induced NF-kappaB luciferase reporter cells, luminescence; in the data active means inhibition above about 41%;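 further: 0% = neutral control wells and 100% = reference inhibitor control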
TRAIL sens C8: caspase-8 TRAIL sensitization; NB7+C8 cells + TRAIL, ATPlite viability luminescence; inhibition (viability loss, TRAIL sensitization), % at 10 µM; 360,000 compounds, 1% hits; AID 624354;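 active means compounds causing at least 50% loss of cell viability in the single-dose screen, relative to plate controls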
TROY signal inh: TROY signaling inhibition; Q293 LMP1-TROYcd NF-kB luciferase reporter, 4 h; inhibition, % at 10 µM; 360,000 compounds, 0.98% hits; AID 1347056;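 active means compounds whose plate-normalised and pattern-corrected inhibition of the luciferase reporter signal at the single screening dose is 50% or more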
SRC2 inh: inhibits human steroid receptor coactivator 2; Q15596; HEK293 GAL4-SRC2 luciferase reporter, luminescence; inhibition, % at 9 µM; 370,000 compounds, 0.17% hits; AID 651957;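 active means inhibition above the mean inhibition of all tested compounds plus 3 SD, set per campaign, cut at about 52% in these data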;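 further: 0% = DMSO treated cells and 100% = cells given Gossypol at 36 µM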
LRH-1 inv ag: inverse agonists of human LRH-1 (NR5A2) | AID 602396 | inhibition, % at 3.6 µM | O00482 | 360,000 compounds, 0.13% hits | HEK293T StAR-luciferase reporter, LRH-1 transfected, 24 h;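 active means inhibition above the mean inhibition of all tested compounds plus 3 SD, cut at about 73% in these data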;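 further: 0% = DMSO wells and 100% = reporter-only cells lacking LRH-1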
NOD2-RIPK2 inh: NOD2-RIPK2 protein interaction inhibition; O43353; CHO BLA complementation NOD2-RIPK2, CCF4 ratio; inhibition, % at 4.98 µM; 360,000 compounds, 0.38% hits; AID 624267; in the data active means inhibition above about 21%;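 further: 0% = vehicle only and 100% = reference blocker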
TLR9-MyD88 inh: blocks human TLR9 binding to MyD88; 340,000 compounds, 0.21% hits; Q9NR96+Q99836; CHO BLA complementation TLR9-MyD88, CCF4 FRET ratio; inhibition, % at 4.98 µM;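 active means inhibition above the mean over all tested compounds plus 3 SD, cut at about 21% in these data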;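 further: 0% = DMSO only wells and 100% = clavulanate BLA inhibitor control wells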
SRC3 inh: inhibits human SRC3 coactivator | 360,000 compounds, 0.17% hits | HEK293 GAL4-SRC3 luciferase reporter, luminescence | inhibition, % at 3.6 µM;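 active means inhibition above a per-campaign cutoff, the mean of all compounds plus 3 SD, cut at about 60% in these data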;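 further: 0% = DMSO-treated cells and 100% = gossypol-treated cells at 36 µM; higher means less SRC3-driven luciferase light from the GAL4 reporter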
Target sequence (Q9Y6Q9 whole entry, looked up, the tested form may be a part): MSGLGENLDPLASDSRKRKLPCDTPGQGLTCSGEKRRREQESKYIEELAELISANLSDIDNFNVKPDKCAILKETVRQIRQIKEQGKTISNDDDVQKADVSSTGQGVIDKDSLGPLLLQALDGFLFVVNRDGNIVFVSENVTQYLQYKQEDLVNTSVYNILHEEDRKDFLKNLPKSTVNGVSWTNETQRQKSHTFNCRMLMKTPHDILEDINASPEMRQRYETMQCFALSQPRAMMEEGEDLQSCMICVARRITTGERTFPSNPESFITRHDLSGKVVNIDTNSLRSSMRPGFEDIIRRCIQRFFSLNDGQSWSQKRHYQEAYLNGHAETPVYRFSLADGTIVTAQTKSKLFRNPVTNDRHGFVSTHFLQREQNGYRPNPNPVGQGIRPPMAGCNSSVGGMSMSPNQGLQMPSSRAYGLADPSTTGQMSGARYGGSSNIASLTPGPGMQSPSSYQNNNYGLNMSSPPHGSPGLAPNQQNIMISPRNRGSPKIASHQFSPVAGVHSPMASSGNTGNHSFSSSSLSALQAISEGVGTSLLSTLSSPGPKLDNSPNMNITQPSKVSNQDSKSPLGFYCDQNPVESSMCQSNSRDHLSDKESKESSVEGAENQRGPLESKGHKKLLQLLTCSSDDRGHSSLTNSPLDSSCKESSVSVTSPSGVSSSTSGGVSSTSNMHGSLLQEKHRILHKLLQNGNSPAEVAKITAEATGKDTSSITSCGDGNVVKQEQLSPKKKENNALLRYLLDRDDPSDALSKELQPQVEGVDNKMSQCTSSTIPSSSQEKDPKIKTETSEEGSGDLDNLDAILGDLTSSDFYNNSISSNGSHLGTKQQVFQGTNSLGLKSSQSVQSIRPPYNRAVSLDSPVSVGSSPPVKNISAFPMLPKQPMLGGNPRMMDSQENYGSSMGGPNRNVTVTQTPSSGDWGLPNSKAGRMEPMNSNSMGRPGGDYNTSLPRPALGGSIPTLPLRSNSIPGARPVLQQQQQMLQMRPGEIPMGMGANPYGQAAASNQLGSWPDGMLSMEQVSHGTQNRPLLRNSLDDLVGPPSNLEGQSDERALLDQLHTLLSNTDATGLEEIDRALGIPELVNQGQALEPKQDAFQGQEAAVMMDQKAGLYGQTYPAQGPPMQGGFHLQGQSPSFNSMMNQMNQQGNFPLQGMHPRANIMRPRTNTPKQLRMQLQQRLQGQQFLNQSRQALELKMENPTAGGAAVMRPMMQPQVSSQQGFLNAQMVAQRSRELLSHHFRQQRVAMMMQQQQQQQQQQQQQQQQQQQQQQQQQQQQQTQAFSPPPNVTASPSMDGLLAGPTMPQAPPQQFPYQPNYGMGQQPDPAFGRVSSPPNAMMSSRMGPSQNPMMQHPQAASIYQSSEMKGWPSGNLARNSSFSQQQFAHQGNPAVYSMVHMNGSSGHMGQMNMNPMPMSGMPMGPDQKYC
The depositor's hits bear a star; . = no result given.

SMILES	TWEAK-Fn14 inh	COUP-TFII inh	NCOA1 inh	LMP1 NFkB inh	TRAIL sens C8	TROY signal inh	SRC2 inh	LRH-1 inv ag	NOD2-RIPK2 inh	TLR9-MyD88 inh	SRC3 inh
Cc1csc(NC(=O)c2ccc(COc3ccccc3)o2)n1	1	-19	-32	-30	31	-8	-22	-70	-11	-7	-41
COc1ccccc1OCCC(=O)Nc1ccc2c(c1)OCO2	-9	-32	-25	-6	-4	-33	21	15	-9	7	5
Cc1ccc(NC(=O)c2cc(S(=O)(=O)N3CCCCC3)c[nH]2)cc1C	7	-14	-5	-10	3	-16	6	-28	0	1	-8
COc1cccc(C2/C(=C(/O)c3ccc4c(c3)CC(C)O4)C(=O)C(=O)N2CCCn2ccnc2)c1 (configuration not stated)	-10	3	12	-5	-11	-10	-12	11	3	6	-23
C/C(CC(=O)NC1CCCC1)=N\NC(=O)C1CCCCC1	2	14	-7	0	-5	-4	14	-7	0	-1	-9
Cc1[nH]c(=O)[nH]c(=O)c1S(=O)(=O)Nc1ccc(Cl)c([N+](=O)[O-])c1	12	2	5	-6	-12	3	-14	9	2	4	-19
C=CCNC(=O)/C(=C/c1cccc([N+](=O)[O-])c1)NC(=O)c1ccccc1	-12	-3	-4	-3	3	14	-18	-4	-9	0	13
COc1ccc([N+](=O)[O-])cc1NC(=O)CC(c1ccccc1)c1ccccc1	17	4	2	6	-8	9	6	4	7	5	0
COc1cc(/C=C2/CC(C)OC2=O)c([N+](=O)[O-])cc1OC (configuration not stated)	-7	17	-57	18	-5	8	10	-2	-14	2	3
CCc1c(C)nc(SCC(=O)Nc2cccc(Br)c2)[nH]c1=O	-12	4	7	-18	-33	11	-10	4	-5	6	-14
COc1ccc(-c2nc(CCNC(=O)c3cccs3)cs2)cc1	12	9	-17	-10	7	15	2	5	-11	7	2
COc1ccc(CNC(=O)CCc2nnc3ccc(NCCCN4CCCC4=O)nn23)cc1	9	-6	-5	0	12	-5	7	-10	0	0	-6
COCCNCC(=O)Nc1ccc(OC(F)(F)F)cc1	8	15	-2	-1	13	-8	-1	0	2	-8	-4
COC(=O)c1ccc(NC(=O)C(=O)N2CCN(C(=S)Nc3ccc(C)cc3)CC2)cc1	25	13	-13	1	-5	-8	12	22	-13	5	15
CCCc1cc(=O)oc2cc(OCC(=O)NCC3CCC(C(=O)O)CC3)ccc12 (configuration not stated)	-5	-9	-11	1	1	-1	3	10	11	-1	19
CN1CCN(S(=O)(=O)c2ccc(Sc3nnnn3-c3ccccc3)c([N+](=O)[O-])c2)CC1	100*	-8	20	-6	13	40	27	-4	-4	4	42
CN1CCC(N(C)C(=O)c2cc(=O)c3ccccc3o2)CC1	-7	1	-6	2	5	6	-21	-6	-2	7	4
COc1ccc(C2(c3ccc(OC)cc3)NC(=O)N(CC(=O)N(C)c3ccccc3)C2=O)cc1	16	1	8	-8	-6	1	3	12	-10	-3	-3
COc1ccc(NC(=O)C2CCCN(S(=O)(=O)c3cccnc3)C2)cc1OC (configuration not stated)	-7	3	5	-5	-5	6	13	-21	-3	-6	21
COc1ccc(NS(=O)(=O)c2cccc(C(=O)N3CCCCCCC3)c2)cc1	-7	-13	-10	4	6	-1	-37	12	2	-6	5
CC(=O)c1cnc2cc(-c3ccc(Cl)cc3)nn2c1C	-4	-34	-25	-24	-13	-44	-28	-90	-6	0	-20
Cc1csc(=NC(=O)c2ccccc2)n1CCO	-8	-12	-6	-16	-6	-7	-27	-9	-7	2	15
CCOC(=O)Cn1c(=O)oc2cc(S(=O)(=O)NC3CCCCC3)ccc21	6	.	-10	8	-11	-1	.	1	-1	9	9
O=C(Nc1cc(Cl)ccc1O)C1CC(c2ccccc2Cl)=NO1 (configuration not stated)	-15	19	-8	-2	0	5	4	3	6	-8	-4

Record cards, from the list above. Values in the order: TWEAK-Fn14 inh	COUP-TFII inh	NCOA1 inh	LMP1 NFkB inh	TRAIL sens C8	TROY signal inh	SRC2 inh	LRH-1 inv ag	NOD2-RIPK2 inh	TLR9-MyD88 inh	SRC3 inh
O=C(Nc1cc(Cl)ccc1O)C1CC(c2ccccc2Cl)=NO1 (configuration not stated) is entered as -15	19	-8	-2	0	5	4	3	6	-8	-4
CN1CCN(S(=O)(=O)c2ccc(Sc3nnnn3-c3ccccc3)c([N+](=O)[O-])c2)CC1 is entered as 100*	-8	20	-6	13	40	27	-4	-4	4	42
COCCNCC(=O)Nc1ccc(OC(F)(F)F)cc1 is entered as 8	15	-2	-1	13	-8	-1	0	2	-8	-4

Next part:
SMILES	TWEAK-Fn14 inh	COUP-TFII inh	NCOA1 inh	LMP1 NFkB inh	TRAIL sens C8	TROY signal inh	SRC2 inh	LRH-1 inv ag	NOD2-RIPK2 inh	TLR9-MyD88 inh	SRC3 inh
O=C(Nc1cccc(C(=O)N2CCCC2)c1)c1ccccc1	24	5	-14	5	-7	-1	-7	-18	3	8	14
COc1ccc(/C(C)=N/NC(=O)c2ccc(N(C)C)cc2)cc1	-7	-20	-40	-7	12	-18	-20	-47	-4	-3	-19
Cc1ccc(NC(=O)C(c2ccc(Cl)cc2)N2CCOCC2)cc1 (configuration not stated)	-5	12	3	-7	16	-39	7	-12	-11	4	4
CCOC(=O)c1c(-c2ccco2)csc1NC(=O)CSc1nnc(N)s1	5	-9	-16	-13	4	9	-6	-1	-1	5	5
COc1ccc(CCNS(=O)(=O)c2cc3c4c(c2)CC(=O)N4CCC3)cc1	11	-10	-15	0	3	-13	-9	8	3	14	-6
CCOc1ccccc1N1CCN(C(=S)NCc2ccco2)CC1	28	-9	-7	-1	16	4	7	-4	-6	-12	5
CCSc1nnc(N(CCC(=O)O)CCC(=O)O)s1	-2	5	4	-5	6	-15	15	10	-1	6	13
O=C(O)CSC1CC(=O)N(c2ccc(Cl)c(Cl)c2)C1=O (configuration not stated)	2	-1	3	5	-12	0	-31	-3	0	0	0
O=c1c2ccccc2sn1-c1ccc(Cl)cc1Cl	-30	-1	1	3	-11	19	-3	14	8	-7	3
COc1ccccc1CN(C)C(=O)c1ccc2c(c1)NC(=O)CS2	14	-2	2	0	-3	1	1	-17	3	-3	16
COc1cc(CNC2CCCCCCC2)cc(Cl)c1OC	-8	-8	-11	-26	-1	-16	28	-4	6	2	6
O=C(c1ccc(F)cc1)N(c1ccccn1)C1CCCCC1	3	-6	6	1	-4	5	7	-13	-11	-2	17

Six compounds already listed, arranged by the number in COUP-TFII inh, descending.
smiles	COUP-TFII inh
O=C(Nc1cc(Cl)ccc1O)C1CC(c2ccccc2Cl)=NO1 (configuration not stated)	19
CN1CCC(N(C)C(=O)c2cc(=O)c3ccccc3o2)CC1	1
COc1cc(CNC2CCCCCCC2)cc(Cl)c1OC	-8
CCOC(=O)c1c(-c2ccco2)csc1NC(=O)CSc1nnc(N)s1	-9
COc1ccc(CCNS(=O)(=O)c2cc3c4c(c2)CC(=O)N4CCC3)cc1	-10
COc1ccc(/C(C)=N/NC(=O)c2ccc(N(C)C)cc2)cc1	-20

Following part:
SMILES	TWEAK-Fn14 inh	COUP-TFII inh	NCOA1 inh	LMP1 NFkB inh	TRAIL sens C8	TROY signal inh	SRC2 inh	LRH-1 inv ag	NOD2-RIPK2 inh	TLR9-MyD88 inh	SRC3 inh
COc1cccc(N(CC(=O)NCCN2CCOCC2)S(=O)(=O)c2ccccc2)c1	1	14	-13	-3	-8	-6	18	19	-9	-1	11
CCOC(=O)Cn1nc(C)c(NC(=O)COc2ccc([N+](=O)[O-])cc2)c1C	5	7	-2	1	-19	3	-11	-4	-6	2	1
Cc1ccc(NC(=O)Cn2ccc([N+](=O)[O-])n2)cc1Cl	3	-23	-16	3	-4	-6	17	2	0	6	1
Cc1[nH]n(C)c(=O)c1N=Nc1ccc(S(C)(=O)=O)cc1	14	11	17	13	2	6	-12	33	-8	0	33
Cc1ccc(S(=O)(=O)c2cc3c(=O)n4ccccc4nc3n(C)c2=N)cc1	4	8	-17	-1	1	-2	2	-6	-10	1	-16
Cc1nc2ccc([N+](=O)[O-])cc2c(=O)n1Cc1ccc(Cl)cc1	-7	9	5	7	2	3	-26	13	10	-6	0
COC(=O)c1ccc(CNC(=O)COC(=O)CCN2C(=O)C3CC=CCC3C2=O)cc1 (configuration not stated)	-12	1	-16	0	-28	-6	11	11	-11	-8	-16
COc1ccc(C2(CNC(=O)Cc3ccccc3)CCCC2)cc1OC	6	12	-16	-3	-29	7	-18	-3	-5	1	-24

Not all compounds are listed. The share of hits here may be higher or lower than overall.
